Screening results deposited in PubChem by National Center for Advancing Translational Sciences (NCATS).
BRCT inh red = qHTS Assay for Inhibitors of BRCT-Phosphoprotein Interaction (Red Fluorophore); Breast cancer type 1 susceptibility protein (Homo sapiens), P38398; BRCT-phosphopeptide binding, red fluorescence polarization; Potency, µM (highest dose often 76.9 µM), for inactives: at the top dose activity change, negative = inhibition, hits mostly inhibitors; 0.03% of 75,000 active; also: % is scaled to controls: 0 for no effect and ±100 for the full control effect
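Rhodamine-labelled pBACH1 10-mer (100 nM) bound to BRCT domain (100 nM) at pH 7.3; compounds incubated 12 min room temperature, polarization read. Free peptide defines full inhibition; unlabelled decapeptide titrated as control.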
Casp1 inh = qHTS Assay for Allosteric/Competitive Inhibitors of Caspase-1; P29466; Caspase-1 enzyme, Ac-WEHD-AFC fluorogenic rate; Potency, µM (highest dose often 57.5 µM), for inactives: at the top dose activity change, negative = inhibition, usual class: inhibitors; 0.03% of 75,000 active;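 also: potency is read from the fitted curve at half-maximal effect; plate controls were vehicle for no effect and no substrate for full effect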
Target sequence (P29466 120-297 limits assumed): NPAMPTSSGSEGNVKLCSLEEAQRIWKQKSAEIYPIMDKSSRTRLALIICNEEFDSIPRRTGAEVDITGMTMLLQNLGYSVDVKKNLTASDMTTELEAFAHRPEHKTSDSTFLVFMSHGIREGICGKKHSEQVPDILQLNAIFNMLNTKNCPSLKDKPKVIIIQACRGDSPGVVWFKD
Target sequence (P29466 317-404 limits assumed): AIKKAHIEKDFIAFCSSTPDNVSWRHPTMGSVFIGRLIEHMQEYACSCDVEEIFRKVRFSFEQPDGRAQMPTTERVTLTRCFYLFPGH
BRCT inh green = qHTS Assay for Inhibitors of BRCT-Phosphoprotein Interaction (Green Fluorophore); BRCA1 BRCT-phosphopeptide binding, green fluorescence polarization; 0.05% of 75,000 active; Potency, µM (doses to about 76.9 µM), inactives show top-dose activity change, negative = inhibition, most hits filed as inhibitors; Breast cancer type 1 susceptibility protein (Homo sapiens), P38398; AID 875, 2007;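 also: potency is read from the fitted curve at half-maximal effect; plate controls were peptide without protein for full effect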
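Compounds were incubated for 12 min at room temperature with a complex of 100 nM fluorescein-tagged pBACH1 decapeptide and 250 nM His-tagged BRCT protein. Buffer was phosphate pH 7.3 with EDTA, DTT and Tween 20. Disruption of binding lowers the polarization signal.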
ALOX15 inhib = qHTS Assay for Inhibitors of 15-hLO (15-human lipoxygenase) | Polyunsaturated fatty acid lipoxygenase ALOX15 (Homo sapiens), P16050 | purified 15hLO-1, xylenol orange hydroperoxide absorbance | Potency, µM (doses to about 57.1 µM), inactives show top-dose activity change, negative = inhibition, usual class: inhibitors | 1.4% of 74,000 active; also: potency is read from the fitted curve at half-maximal effect; % is scaled to controls: 0 for no effect and ±100 for the full control effect; nearly all actives have a fitted effect of over 55% in size
Target sequence (P16050 whole entry, looked up): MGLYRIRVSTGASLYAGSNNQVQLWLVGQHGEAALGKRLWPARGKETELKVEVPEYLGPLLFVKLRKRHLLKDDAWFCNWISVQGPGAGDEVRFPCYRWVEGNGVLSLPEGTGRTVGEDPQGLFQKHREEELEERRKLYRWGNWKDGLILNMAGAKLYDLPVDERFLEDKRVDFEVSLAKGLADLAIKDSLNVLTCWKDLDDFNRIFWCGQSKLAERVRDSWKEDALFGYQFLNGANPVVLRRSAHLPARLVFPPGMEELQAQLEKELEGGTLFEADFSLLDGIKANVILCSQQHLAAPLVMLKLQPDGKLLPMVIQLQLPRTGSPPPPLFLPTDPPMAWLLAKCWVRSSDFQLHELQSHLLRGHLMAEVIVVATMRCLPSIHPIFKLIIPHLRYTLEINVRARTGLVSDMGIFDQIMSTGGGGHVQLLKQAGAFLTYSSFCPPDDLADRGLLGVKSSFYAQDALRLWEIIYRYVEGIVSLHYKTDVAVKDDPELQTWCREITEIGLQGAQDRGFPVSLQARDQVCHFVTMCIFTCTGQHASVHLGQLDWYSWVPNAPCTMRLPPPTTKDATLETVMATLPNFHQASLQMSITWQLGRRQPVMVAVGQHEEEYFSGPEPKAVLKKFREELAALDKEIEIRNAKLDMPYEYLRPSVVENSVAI
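Quantitative HTS in 25 mM Hepes pH 7.5 containing 0.01% Triton X-100: human 15hLO-1 at 40 nM, arachidonic acid at 50 uM, 6 min turnover. Product quantified via ferrous oxidation/xylenol orange, 573:405 nm absorbance ratio.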
Pol III holo inh = qHTS Assay for Inhibitors of DNA Polymerase III Holoenzyme System | reconstituted DNA polymerase III holoenzyme replication, biochemical | Potency, µM (highest dose often 57.1 µM), without a hit: at the top dose activity change, negative = inhibition | 0.25% of 71,000 active; also: potency is read from the fitted curve at half-maximal effect; % is scaled to controls: 0 for no effect and ±100 for the full control effect
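Reconstituted *E. coli* holoenzyme (0.35 nM Pol III, 1 nM beta, 154 nM SSB, 2 nM primase) was preincubated with compound for 15 min at RT. Synthesis on 1.4 nM ssM13Gori ran 35 min, then was stopped with PicoGreen/EDTA and read as dsDNA fluorescence.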
Tau filament bind = qHTS Assay for Tau Filament Binding. Microtubule-associated protein tau (Homo sapiens), P10636. recombinant tau filaments, thioflavin S fluorescence, 15 h; filaments grown with octadecylsulfate alongside compound. Potency, µM (doses to about 57.1 µM), without a hit: at the top dose activity change, negative = inhibition. 2% of 71,000 active;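 also: potency is read from the fitted curve at half-maximal effect; % is scaled to controls: 0 for no effect and ±100 for the full control effect; actives lower thioflavin S fluorescence by blocking filaments or displacing dye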
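His-tagged recombinant human tau (exons 2, 3, 10; 1 uM final) fibrillized with 30 uM sodium octadecylsulfate, 15 h at 37 C, in pH 7.4 HEPES buffer with 10 uM thioflavine S and 5 mM DTT. Reduced ThS fluorescence (450/510 nm) marks activity.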
HEK293 cAMP ctrl = qHTS Assay for Agonists of the Thyroid Stimulating Hormone Receptor: Activators of Intracellular cAMP Concentrations in Parental HEK 293; parental HEK293 CNG cAMP sensor, membrane potential fluorescence; 2.5% of 73,000 active; Potency, µM (highest dose often 57.1 µM), for inactives: top-dose activation, most hits filed as activators; also: potency is read from the fitted curve at half-maximal effect; % of control where 0% means no effect; nearly all actives have a fitted effect of over 55% in size
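Counterscreen for endogenous-receptor signalling: CNG-channel HEK 293 cells report cAMP rise by membrane depolarization. After 60 min dye equilibration with 100 uM RO 20-1724, compounds incubated 30 min before bottom-read fluorescence at 590 nm.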
Caspase-7 inhib = qHTS Assay for Allosteric/Competitive Inhibitors of Caspase-7 | P55210 | 0.02% of 75,000 active | Potency, µM (titrated, usually from 57.5 µM), for the others: top-dose activity change, negative = inhibition, hits mostly inhibitors | recombinant caspase-7, Ac-DEVD-AFC fluorescence rate | AID 889, 2007; active = well fitted inhibition curve with a large enough effect in the main read-out, with a control signal flat, not every such curve was filed as active; inconclusive = small, poorly fitted or top-dose-only effect, or a change in a side signal; also: potency is read from the fitted curve at half-maximal effect; % of control where 0% means no effect
Rhodamine fluor = qHTS Assay for Spectroscopic Profiling in Rhodamine Spectral Region; AID 594, 2007; 0.05% of 59,000 active; max dye-equivalent concentration, M; Rhodamine-region fluorescence, 547/598 nm, Tris buffer; stronger effect = higher value; in the data active = max dye-equivalent concentration above about 11 nM; inconclusive = between about 1.1 nM and that limit
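Intensities are converted to rhodamine-equivalent concentration using a six-point rhodamine standard on each plate. Compounds sit 15 min at room temperature in 100 mM Tris buffer, pH 8.0; read uses the 547/598 nm excitation/emission pair.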
USP2a inhib = qHTS Assay for Inhibitors of Ubiquitin-specific Protease USP2a | Ubiquitin carboxyl-terminal hydrolase 2 (Homo sapiens), O75604 | USP2a enzymatic assay, qHTS inhibition | Potency, µM (series often up to 38.3 µM), for inactives: at the highest dose activity change, negative = inhibition, actives largely listed as inhibitors | 0.1% of 60,000 active | AID 927, 2007;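 also: potency is read from the fitted curve at half-maximal effect; nearly all actives have a fitted effect of over 60% in size; plate controls were DMSO for no effect and NEM full inhibition control for full effect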
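Coupled readout: USP2-cleaved Ub-PLA2 (20nM final) turns over NBD C6-HPC (20uM final), Ex 460nm/Em 535nm after 2.5 h, time-zero read flagging artifacts. Enzyme (20nM final, pH 8.0 Tris) given 30 min RT with compound first; NEM defines full inhibition.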
HADH2 inh = qHTS Assay for Inhibitors of HADH2 (Hydroxyacyl-Coenzyme A Dehydrogenase, Type II). 3-hydroxyacyl-CoA dehydrogenase type-2 (Homo sapiens), Q99714. recombinant HADH2, NADH fluorescence, beta-hydroxybutyryl-CoA. 3.4% of 73,000 active. AID 886, 2007. Potency, µM (titrated, usually from 57.1 µM), for the others: top-dose activity change, negative = inhibition, actives largely listed as inhibitors; also: potency is read from the fitted curve at half-maximal effect; % is scaled to controls: 0 for no effect and ±100 for the full control effect; nearly all actives have a fitted effect of over 60% in size; many of its hits are not listed in these tables
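Buffer 100 mM Tris-HCl pH 9.0/0.01% Tween-20; HADH2 20 nM; NAD+ 1 mM; beta-hydroxybutyryl-CoA 90 uM (all final). 15 min cpd preincubation, RT.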
Numbers without * were called inactive; i = inactive; ? = inconclusive; nt = not tested or not shown; & = joins results of further samples; [ ] = dose if it differs, or a comment. Unless noted, calls follow the shape of the dose curve; as a rule, active = well fitted curve in the direction sought with a large enough effect; inconclusive = small, poorly fitted or top-dose-only effect, or another doubt; inactive = no such curve, though single readings can be large; an effect the other way counts as inactive or inconclusive. A portion of the library; rates above refer to the full screens.

1) O=c1c2ccccc2nc(CN2CCOCC2)n1-c1ccccc1F
2) N=c1sc2c(n1Cc1ccccc1)CCCC2
3) Oc1cc2c(cc1CN1CCN(c3ccccc3)CC1)CCC2
4) O=C(Cn1cnc2sc3c(c2c1=O)CCCC3)NCCC(=O)N1CCC2(CC1)OCCO2
5) CCCCn1c(O)c(C(CC)=Nc2ccc3c(c2)CCC3)c(=O)[nH]c1=O
6) CC(C)Nc1nc(Cl)nc(NC(C)C)n1
7) C[C@@H]1O[C@H](O[C@@H]2C=C3CC[C@H]4[C@@H](CC[C@]5(C)[C@@H](c6ccc(=O)oc6)CC[C@]45O)[C@@]3(C)CC2)[C@@H](O)[C@H](O)[C@@H]1O
8) O=C1C=CC(=O)c2c1ccc1c2ccc2ccccc21

assay / entry,1,2,3,4,5,6,7,8
BRCT inh red,1.1%,1.2%,-2.9%,-0.6%,2.3%,0.7%,0.2%[34.4 µM],2.0%[34.4 µM]
Casp1 inh,0%,-5%,-1%,-1%,-3%,1%,-3%[25.7 µM],-3%[25.7 µM]
BRCT inh green,0.7%,-0.3%,-0.4%,0.5%,0.2%,-0.1%,0.2%[34.4 µM],-2.2%[34.4 µM]
ALOX15 inhib,-10%,21%,-3%,3%,-9%,-6%,2%[25.6 µM],-6%[25.6 µM]
Pol III holo inh,-3%,-3%,-1%,1%,-3%,nt,-5%[25.6 µM],-11%[25.6 µM]
Tau filament bind,-3%,7%,-8%,1%,-8%,nt,-8%[25.6 µM],4µM*
HEK293 cAMP ctrl,4%,20%,?,1%,?,nt,?,1%[25.6 µM]
Caspase-7 inhib,1%,1%,-2%,-1%,-4%,0%,2%[25.7 µM],-12%[25.7 µM]
Rhodamine fluor,i,i,i,i,i,nt,i,i
USP2a inhib,2%,1%,-8%,6%,-6%,-3%,11%[17.1 µM],50%[activator][17.1 µM]
HADH2 inh,10%,-8%,9%,5%,?,nt,-7%[25.6 µM],-22%[25.6 µM]

Next section, overlapping the part above by 2 compounds.
7) C[C@@H]1O[C@H](O[C@@H]2C=C3CC[C@H]4[C@@H](CC[C@]5(C)[C@@H](c6ccc(=O)oc6)CC[C@]45O)[C@@]3(C)CC2)[C@@H](O)[C@H](O)[C@@H]1O
8) O=C1C=CC(=O)c2c1ccc1c2ccc2ccccc21
9) COC(=O)[C@H]1[C@@H](c2ccccc2)[C@@]2(c3ccccc3)Oc3ccccc3[C@@]1(O)[C@@H]2O
10) COc1cc2c(cc1O)C[C@@H]1c3c(cc(O)c(OC)c3-2)CCN1C
11) O[C@H](CN1CC1)[C@@H](O)CN1CC1
12) Nc1ccc([As](=O)(O)O)cc1
13) OC1(CN2CCOCC2)C2CC3CC(C2)CC1C3 (stereo not given)
14) CCN1C[C@@]2(COC(=O)c3ccccc3N3C(=O)C[C@H](C)C3=O)CC[C@H](OC)[C@@]34[C@@H]5CC6[C@@H](OC)C[C@@](O)([C@H]5[C@H]6OC)C(O)([C@@H]13)[C@@H](OC)[C@H]24
15) N[C@H](C(=O)O)c1cc(=O)[nH]o1
16) CCCCCCCCCCCOC(=O)c1ccccc1C(=O)OCCCCCCCCCCC

assay / entry,7,8,9,10,11,12,13,14,15,16
BRCT inh red,0.2%[34.4 µM],2.0%[34.4 µM],0.5%[15.4 µM],-1.3%[15.4 µM],-1.4%[15.4 µM],0.5%,-0.5%,nt,-1.8%,0.1%
Casp1 inh,-3%[25.7 µM],-3%[25.7 µM],-3%[11.5 µM],-4%[11.5 µM],1%[11.5 µM],2%,1%,nt,2%,-9%
BRCT inh green,0.2%[34.4 µM],-2.2%[34.4 µM],4.9%[15.4 µM],2.0%[15.4 µM],0.2%[15.4 µM],-1.2%,0.4%,nt,-2.5%,0.7%
ALOX15 inhib,2%[25.6 µM],-6%[25.6 µM],?,1%[11.4 µM],7%[11.4 µM],-4%,11%,nt,-8%[25.6 µM],-9%
Pol III holo inh,-5%[25.6 µM],-11%[25.6 µM],nt,-8%[11.4 µM],-6%[11.4 µM],nt,1%,5%,-3%&-6%,2%
Tau filament bind,-8%[25.6 µM],4µM*,nt,3%[11.4 µM],0%[11.4 µM],nt,-2%,-4%,?,2%
HEK293 cAMP ctrl,?,1%[25.6 µM],0%[11.4 µM],5%[11.4 µM],-2%[11.4 µM],-5%,7%,-1%,1%&12%,-18%
Caspase-7 inhib,2%[25.7 µM],-12%[25.7 µM],2%[11.5 µM],2%[11.5 µM],0%[11.5 µM],-2%,0%,nt,-2%,0%
Rhodamine fluor,i,i,nt,i,i,nt,i,i,i,nt
USP2a inhib,11%[17.1 µM],50%[activator][17.1 µM],nt,nt,nt,nt,6%,nt,1%,nt
HADH2 inh,-7%[25.6 µM],-22%[25.6 µM],7%[11.4 µM],3.2µM*,-8%[11.4 µM],7%,8%,6%,-3%&9%,3%

17) CCOC(OCC)P(=O)(O)CCCN
18) CC(Cl)CCl (stereo not given)
19) COc1cc(N)c(Cl)cc1C(=O)N[C@@H]1CN2CCC1CC2
20) N[C@H](Cn1ccc(=O)[nH]c1=O)C(=O)O
21) COCCOC(=O)c1ccccc1C(=O)OCCOC
22) CCCN(CCC)[C@@H]1CCc2cccc(O)c2C1
23) CC(=O)C1C2c3ccccc3OC1(C)N=c1s/c(=C/c3cnn(C)c3)c(=O)n12 (stereo not given)
24) COc1cc2c3cc1Oc1cc(ccc1O)C[C@@H]1c4c(cc(OC)c(O)c4Oc4cccc(c4)C[C@H]3N(C)CC2)CC[N+]1(C)C
25) CCC1CN2CCC1CC2C(O)c1ccnc2ccc(OC)cc12 (stereo not given)
26) O=C(O)[C@H](Cc1cnc[nH]1)N1C(=O)c2ccccc2C1=O
27) CN(C)C(=O)Oc1cc(OC(=O)N(C)C)cc([C@@H](O)CNC(C)(C)C)c1

assay / entry,17,18,19,20,21,22,23,24,25,26,27
BRCT inh red,-1.2%,-0.2%,1.6%,-1.5%,-0.2%,0.2%&-0.4%&-1.4%&-0.8%,-0.4%,-0.6%[34.4 µM],-1.1%,-2.0%[15.4 µM],0.4%[34.4 µM]
Casp1 inh,3%,-1%,-2%,0%,-3%,-1%&-1%&-1%&0%,1%,-2%[25.7 µM],0%,-1%[11.5 µM],-1%[25.7 µM]
BRCT inh green,-3.5%,-0.7%,0.4%,-3.5%,-1.4%,-0.6%&-2.1%&-3.1%&-3.0%,-0.6%,-0.8%[34.4 µM],-1.6%[3.08 µM],-1.5%[15.4 µM],-2.1%[34.4 µM]
ALOX15 inhib,-15%[25.6 µM],-1%,-6%[25.6 µM],5%,-6%,-10%[25.6 µM],-2%,11%[25.6 µM],-9%,6%[11.4 µM],14%[25.6 µM]
Pol III holo inh,-3%,2%,-5%,-3%,-14%,-6%&-2%&-5%&-2%,-7%,-10%[25.6 µM],nt,-10%[11.4 µM],-2%[25.6 µM]
Tau filament bind,?,10%,-23%,-6%,3%,?,-13%,5%[25.6 µM],nt,-5%[11.4 µM],0%[25.6 µM]
HEK293 cAMP ctrl,-3%,9%,4%,?,-22%,?,5%,1%[25.6 µM],nt,6%[11.4 µM],-7%[25.6 µM]
Caspase-7 inhib,2%,1%,0%,0%,-2%,1%&2%&2%&-1%,0%,0%[25.7 µM],2%,1%[11.5 µM],-1%[25.7 µM]
Rhodamine fluor,nt,nt,nt,i,nt,i,i,i,nt,i,i
USP2a inhib,nt,nt,nt,-1%,nt,1%&6%,15%,16%[17.1 µM],-4%,nt,6%[17.1 µM]
HADH2 inh,-1%,0%,-2%,-7%,5%,5%&1%&4%&22%,-15%,11%[25.6 µM],nt,16%[11.4 µM],-3%[25.6 µM]
